Source: PubChem BioAssay
PRMT1 FP inh = PRMT1 methyltransferase inhibitors, primary screen, biochemical, fluorescence polarization | Protein arginine N-methyltransferase 1 (Homo sapiens), Q99873 | recombinant PRMT1, activity-based probe fluorescence polarization | inhibition, % at 2.79 µM | 370,000 compounds, 1.3% hits | AID 652257, 2013;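 active = inhibition above about 21% made by adding two undisclosed values, limit read from the data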
HTRA1 inhibitor = HTRA1 serine protease inhibitors, primary screen, biochemical, fluorescence polarization, HTS; Q92743; 340,000 compounds, 0.5% hits; recombinant HTRA1, FP-rhodamine activity-based probe; inhibition, % at 5.96 µM; in the data active = inhibition above about 36%;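 note: 0% = enzyme with DMSO and 100% = wells lacking enzyme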
PG9 binder = binders of HIV-1 gp120 antibody PG9, primary screen, biochemical, TR-FRET; HIV-1 gp120 / PG9 antibody interaction; TR-FRET gp120-PG9 antibody binding; inhibition, % at 6.7 µM; 360,000 compounds, 0.43% hits; AID 624416, 2012; in the data active = inhibition above about 8.5%
Tn7 DDE FP = inhibitors of Tn7 peptide binding to fibrin DD(E), primary screen, biochemical, fluorescence polarization, human fibrin, Tn7 probe | FP displacement of FITC-Tn7 peptide from fibrin DD(E); 0% = median of compound wells per plate | inhibition, % at 8.3 µM | 370,000 compounds, 0.13% hits;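 active = inhibition above the mean of compounds falling within the control limits plus 3 SD of them, cut at about 14% in these data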;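 note: 0% = plate median of compound wells and 100% = 10 µM Aha-Tn7 peptide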
Target sequence (P02675 whole entry, looked up): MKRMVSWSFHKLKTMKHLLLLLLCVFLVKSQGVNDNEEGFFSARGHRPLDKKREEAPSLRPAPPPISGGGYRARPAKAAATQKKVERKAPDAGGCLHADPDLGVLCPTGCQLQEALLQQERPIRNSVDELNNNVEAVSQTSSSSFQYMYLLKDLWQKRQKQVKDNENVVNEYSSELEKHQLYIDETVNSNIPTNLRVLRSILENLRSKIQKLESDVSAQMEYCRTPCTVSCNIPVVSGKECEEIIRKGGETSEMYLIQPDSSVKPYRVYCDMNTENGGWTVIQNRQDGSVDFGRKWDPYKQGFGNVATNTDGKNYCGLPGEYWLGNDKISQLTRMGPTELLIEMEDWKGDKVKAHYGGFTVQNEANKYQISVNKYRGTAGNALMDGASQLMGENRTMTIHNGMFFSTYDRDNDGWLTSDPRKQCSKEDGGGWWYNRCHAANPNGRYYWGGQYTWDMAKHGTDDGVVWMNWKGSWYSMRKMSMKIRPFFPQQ
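assay system = human clot-derived fibrin DD(E) complex | quantity = Fibrin-DD(E) at 2 µM final | timing = 10 min preincubation, 3 h with tracer, room temperature | signal = fluorescence polarization | measure = percent inhibition | benchmarks = high control wells with 10 µM unlabelled Aha-Tn7 peptide (full inhibition) | replicates = singlicate testing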
UHRF1 MBD2 ctr = UHRF1 methylated DNA binding inhibitors, primary screen, counter-screen for MBD2 inhibitor project, biochemical, TR-FRET, human UHRF1, single concentration; UHRF1 binding to methylated oligo; inhibition, % at 4.4 µM; 370,000 compounds, 0.75% hits; in the data active = inhibition above about 21%;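 note: UHRF1 SRA domain binding a hemimethylated CpG hairpin DNA probe; 0% = median of test compound wells and 100% = reference inhibitor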
TCR-CD3 inh = inhibitors of human TCR-CD3 interaction, primary screen, biochemical, fluorescence, TAMRA-labeled TCR probe | inhibition, % at 9.4 µM | AID 651800, 2012 | T-cell receptor (TCR) | 360,000 compounds, 0.37% hits; in the data active = inhibition above about 19%;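 note: recombinant mutant TCR 2C K166C tagged with TAMRA read by polarization; 0% = receptor in buffer alone and 100% = receptor with positive control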
TDP2 absorb = human TDP2 enzyme inhibitors, primary screen, biochemical, epi absorbance, recombinant enzyme; Tyrosyl-DNA phosphodiesterase 2 (Homo sapiens), O95551; T5PNP hydrolysis, p-nitrophenol absorbance 415 nm; inhibition, % at 12.8 µM; 370,000 compounds, 0.34% hits;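 active = inhibition above the mean of all tested compounds plus 3 SD, set per campaign, cut at about 25% in these data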;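 note: 0% = DMSO with enzyme and 100% = buffer with substrate but no TDP2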
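Test system: Human TDP2 enzyme | Reagent: 5 mM T5PNP | Compound dosing: 12.8 µM single point, 1% DMSO | Incubation: Enzyme reaction with compound for 2 h at 37 °C | Technique: p-Nitrophenol epi absorbance | Read-out: % inhibition relative to enzyme-containing and enzyme-free wells | Benchmarks: High control without enzyme, low control DMSO plus TDP2 | Replicates: Singlicate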
SIAE primary = human SIAE inhibitors, primary screen, biochemical, fluorescence polarization, FP-Rh probe, 1536-well HTS. AID 1053197, 2014. Sialate O-acetylesterase (Homo sapiens), Q9HAT2. inhibition, % at 9.66 µM. 370,000 compounds, 0.69% hits. SIAE FP-Rh probe binding;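 active = inhibition above a cutoff: mean of compounds within the control limits plus 3 SD of those, cut at about 17% in these data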;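 note: 0% = plate median of compound wells and 100% = probe without SIAE protein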
Target sequence (Q9HAT2 whole entry, looked up): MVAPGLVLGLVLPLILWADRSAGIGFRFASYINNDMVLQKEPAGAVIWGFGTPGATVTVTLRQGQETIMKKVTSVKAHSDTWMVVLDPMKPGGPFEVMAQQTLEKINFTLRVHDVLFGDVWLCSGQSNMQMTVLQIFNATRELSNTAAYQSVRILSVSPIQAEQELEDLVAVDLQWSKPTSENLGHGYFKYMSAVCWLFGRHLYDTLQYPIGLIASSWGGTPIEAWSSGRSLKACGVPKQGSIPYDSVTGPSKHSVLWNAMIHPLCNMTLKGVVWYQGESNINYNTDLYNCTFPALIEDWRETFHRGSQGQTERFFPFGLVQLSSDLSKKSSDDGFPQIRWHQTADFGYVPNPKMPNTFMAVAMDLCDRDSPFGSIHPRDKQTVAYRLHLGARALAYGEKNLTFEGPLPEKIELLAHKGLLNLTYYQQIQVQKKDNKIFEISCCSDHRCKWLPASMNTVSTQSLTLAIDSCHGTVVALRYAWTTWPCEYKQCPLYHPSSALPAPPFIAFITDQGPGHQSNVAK
LEDGF integ inh = blockers of LEDGF/p75-dependent integrase strand transfer – biochemical, TR-FRET, high throughput, primary screen; TR-FRET IN-LEDGF/p75 DNA integration, Eu/Cy5; inhibition, % at 3.7 µM; HIV-1 integrase (with human LEDGF/p75); 370,000 compounds, 0.64% hits;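 active = inhibition above the screen-wide mean plus 3 SD, cut at about 13% in these data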;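 note: signal is the Cy5 over europium emission ratio at 671 and 618 nm; 0% = plate median of compound wells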
mABHD4 FP = ABHD4 inhibitors, primary screen, biochemical, fluorescence polarization, mouse | purified mABHD4, FP-Rh probe fluorescence polarization | 370,000 compounds, 0.54% hits | AID 720543, 2013 | inhibition, % at 8.92 µM | (Lyso)-N-acylphosphatidylethanolamine lipase (Mus musculus), Q8VD66;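 active = inhibition exceeding the mean over every tested compound plus 3 SD, cut at about 30% in these data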;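 note: 0% = plate median of compound wells and 100% = S159A mutant with DMSO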
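Test system: mABHD4 protein; Read-out basis: % inhibition; Incubation: 45 min + 60 min at 25 °C; Repeats: single replicate; Technique: fluorescence polarization with parallel and perpendicular emission, 525/598 nm; Compound: 8.92 µM, single dose; Benchmarks: full inhibition S159A mutant plus DMSO, zero as sample-well median.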
An asterisk follows results filed as active; . = no result given.

SMILES | PRMT1 FP inh | HTRA1 inhibitor | PG9 binder | Tn7 DDE FP | UHRF1 MBD2 ctr | TCR-CD3 inh | TDP2 absorb | SIAE primary | LEDGF integ inh | mABHD4 FP
O=C1c2ccccc2COc2ccc(O)cc21 | 9 | 3 | -0.3 | -2 | -1 | -4 | -9 | 2 | 0 | 8
COc1ccc(NC(=S)N2CCN(S(C)(=O)=O)CC2)cc1 | -2 | 7 | -0.1 | 2 | 2 | 2 | 19 | 12 | 2 | 4
O=C(Nc1ccc2c(c1)CCC2)Nc1ccccc1Cl | -3 | -14 | -1.2 | 3 | 1 | 1 | -16 | -4 | -1 | -9
Cc1cccc(N2CCc3c2nc2ccc(Br)cc2c3N)c1 | 4 | -1 | 1.7 | -3 | -5 | -1 | 2 | 13 | -1 | -3
CCc1sc(C(=O)Nc2cccc(C(C)=O)c2)cc1C | -1 | -27 | 0.5 | 0 | -2 | 5 | 11 | -12 | -1 | -13
Cc1ccc(NC(=O)C2CCCN(S(=O)(=O)c3ccc4[nH]c(=O)ccc4c3)C2)nc1 (stereo not given) | 2 | 0 | -0.7 | 4 | 8 | 2 | 9 | 8 | 0 | 2
OC(c1cc(F)cc(Cl)c1)c1ncc(-c2ccc3ccccc3c2)[nH]1 (stereo not given) | 0 | . | -0.1 | 2 | -1 | -7 | -15 | -6 | 5 | -33
CCOC(=O)c1c(NC(=O)COC(=O)c2cc(OC)c(OC)cc2[N+](=O)[O-])sc(C)c1C | 2 | -6 | 0.3 | 2 | 4 | 4 | 7 | 4 | -1 | -1
COc1cc(-c2nc3cnccn3c2Nc2ccc3c(c2)OCCO3)ccc1O | 0 | 3 | -10 | -3 | -2 | 9 | -5 | 8 | -6 | 6
CC1Cc2nc(SCC(=O)c3ccccc3)n(Cc3ccccc3)c(=O)c2S1 (stereo not given) | 6 | -35 | -2.6 | -7 | -1 | 0 | 3 | 0 | 5 | -19
C=CCN1C(=O)C(CC(=O)Nc2ccccc2F)S/C1=N\c1nccs1 (stereo not given) | -2 | 4 | -1.1 | 5 | -4 | 5 | 15 | 0 | -2 | -4
CCCCc1c(O)nc(SCC(=O)N2CCOCC2)n(-c2ccc(C)cc2)c1=O | 18 | 1 | -1.6 | -2 | 10 | -4 | -6 | 5 | 0 | 2
COc1ccc(Cc2nnc(NC(=O)c3ccccc3Cl)s2)cc1OC | 6 | 2 | -1.4 | 8 | 1 | 2 | -8 | -3 | -3 | -5
COC(=O)c1cn(NC(=O)c2cc(OC)cc(OC)c2)c(=O)c2ccccc12 | 0 | -1 | -0.3 | 1 | -1 | 5 | -4 | 7 | -1 | -4
COCCN(C(=O)COC(=O)C1(C)CC1(Cl)Cl)c1c(N)n(Cc2ccccc2)c(=O)[nH]c1=O (stereo not given) | -2 | 0 | -2.1 | -3 | 0 | -6 | -6 | -1 | 1 | 4
COc1cccc(C(=O)Nc2nnc(S(=O)(=O)N3CCCC3)s2)c1 | -4 | 6 | 1.4 | 1 | 1 | -4 | 12 | -2 | 1 | 3
CN(c1ccccc1)c1cc(=O)[nH]c(=O)[nH]1 | 7 | -1 | 0.1 | 13 | 1 | -12 | -2 | -3 | -2 | -10
CCOC(=O)C1=NNC2C(=O)N(CC)C(=O)C12 (stereo not given) | -1 | -2 | 0.3 | 6 | 0 | 2 | 6 | 1 | -1 | -4
CCCCCCCCN1CCS(=O)(=O)N(Cc2ccc(C)cc2)C(C(=O)OC)C1 (stereo not given) | -3 | . | . | 5 | -1 | . | 0 | 5 | 1 | -3
Cc1cc(C)cc(NC(=O)CSc2ccc(-c3ccccn3)nn2)c1 | -5 | 34 | -1.9 | -4 | -2 | 6 | 4 | 2 | -1 | 4

Single records (already shown). Values in the order: PRMT1 FP inh | HTRA1 inhibitor | PG9 binder | Tn7 DDE FP | UHRF1 MBD2 ctr | TCR-CD3 inh | TDP2 absorb | SIAE primary | LEDGF integ inh | mABHD4 FP
CCCCc1c(O)nc(SCC(=O)N2CCOCC2)n(-c2ccc(C)cc2)c1=O as listed: 18 | 1 | -1.6 | -2 | 10 | -4 | -6 | 5 | 0 | 2
COc1ccc(Cc2nnc(NC(=O)c3ccccc3Cl)s2)cc1OC as listed: 6 | 2 | -1.4 | 8 | 1 | 2 | -8 | -3 | -3 | -5
COCCN(C(=O)COC(=O)C1(C)CC1(Cl)Cl)c1c(N)n(Cc2ccccc2)c(=O)[nH]c1=O (stereo not given) as listed: -2 | 0 | -2.1 | -3 | 0 | -6 | -6 | -1 | 1 | 4
Cc1cc(C)cc(NC(=O)CSc2ccc(-c3ccccn3)nn2)c1 as listed: -5 | 34 | -1.9 | -4 | -2 | 6 | 4 | 2 | -1 | 4

New compounds follow:
SMILES | PRMT1 FP inh | HTRA1 inhibitor | PG9 binder | Tn7 DDE FP | UHRF1 MBD2 ctr | TCR-CD3 inh | TDP2 absorb | SIAE primary | LEDGF integ inh | mABHD4 FP
COc1cc(/C=C2\SC(=S)N(NC(=O)c3ccccc3O)C2=O)ccc1O | 5 | -183 | -4.1 | -31 | -5 | -87 | -11 | -98 | -3 | -159
Nc1[nH]c(C(=O)c2ccccc2)c(-c2cccc3ccccc23)c1C(=O)c1ccc(Br)cc1 | 2 | . | 1.9 | 0 | -4 | -1 | -8 | 8 | 6 | -6
COc1ccc2cc(CCNC(=O)CC(C)(C)C)c(=O)[nH]c2c1 | 1 | 8 | -1.8 | 3 | 1 | 3 | -6 | -5 | -1 | -4
N#CC(C#N)C(c1ccsc1)c1c(-c2ccccc2)[nH][nH]c1=O (stereo not given) | 0 | -4 | -0.3 | -3 | -10 | 3 | 6 | 6 | -2 | 2
CC(C)OC(=O)CSc1nnc(Cc2ccccc2)n1C | -1 | 3 | 0.2 | 7 | 4 | -3 | -11 | 2 | -3 | 0
O=C1CCCN1Cc1ccccc1 | -4 | 3 | -0.9 | -2 | 3 | -3 | -4 | 0 | 5 | -6
COc1cc2ccccc2cc1C(=O)Nc1ccc(C)cc1 | 9 | -46 | -0.4 | -3 | 1 | -1 | -7 | -5 | -3 | -23
C/C(=N\NC(=O)Cc1ccccc1)c1ccc(Br)s1 | 1 | -1 | -0.3 | -3 | 0 | -2 | -1 | -2 | -4 | -1
O=CN1CCCN(Cc2nc(-c3cccc(Cl)c3)no2)CC1 | 7 | 7 | -1.2 | 0 | 6 | -3 | -8 | -2 | -7 | -9
O=C(COc1coc(CN2CCN(c3cccc(Cl)c3)CC2)cc1=O)NC1CCCC1 | 0 | -3 | -3.4 | 5 | 17 | -10 | -10 | 3 | 2 | 4
Cc1oc2cc(O)ccc2c(=O)c1-c1cnn(-c2ccccc2)c1 | 1 | -8 | -2.4 | -2 | 4 | -6 | 2 | -4 | 1 | -14
CCC(CO)NCC(O)COCc1ccc2c(c1)OCO2 (stereo not given) | -1 | -7 | 0.6 | 0 | -1 | 6 | -3 | 2 | 3 | 8
O=C(NCc1ccco1)C1CCCN1S(=O)(=O)c1ccccc1C(F)(F)F (stereo not given) | 5 | 5 | 0.3 | -1 | 3 | 0 | -14 | 3 | -1 | 2
O=C(c1cc(COc2ccc(F)cc2F)on1)N1CCCC(c2ccccc2)C1 (stereo not given) | 10 | -23 | 0.3 | -4 | 25* | -3 | -8 | 1 | 5 | -25
CCOC(=O)c1ccc(NC(=S)N2CCCC(C(=O)OCC)C2)cc1 (stereo not given) | 5 | -3 | -2.4 | -4 | 3 | -4 | 0 | 0 | -3 | 6
Cc1ccc(S(=O)(=O)N(C)C)cc1NC(=O)COC(=O)c1c(-c2ccccc2)noc1C | 0 | -6 | -2.5 | -8 | -2 | 0 | -4 | -1 | 1 | -5
C[C@H](CO)N1C[C@H](C)[C@@H](CN(C)C(=O)Cc2ccccc2)OCc2cnnn2CCCC1=O | 0 | 0 | 0.8 | 6 | -4 | 5 | 9 | 2 | 1 | 2
O=C(/C=C/c1ccccc1)NCCOc1ccccc1 | -3 | 0 | -0.9 | -5 | -2 | 0 | -11 | 1 | 6 | -4
NC(=O)C[n+]1cccc(CNC(=O)c2ccc(OC(F)F)cc2)c1 | 1 | 2 | -0.6 | 3 | 77* | 4 | -4 | -5 | -5 | 1
CSc1ccc(OC2CCCCC2NS(=O)(=O)c2ccc(Cl)cc2)cc1 (stereo not given) | 2 | -64 | 1.0 | 8 | 5 | -5 | -13 | -4 | -2 | -25
Cc1cc(C(F)(F)F)nc(SCCN2CCOCC2)c1C#N | 0 | 0 | 0.6 | -1 | -3 | 2 | 4 | 0 | 1 | -1
N#C/C(=C(/O)c1ccc([N+](=O)[O-])s1)c1nc2ccccc2[nH]1 | 2 | -1 | -2.5 | 4 | 1 | -5 | 2 | -1 | -4 | 6
CCCCCNC(=O)C(c1ccccc1)n1c(=O)c(-c2cc3ccccc3[nH]2)nc2ccccc21 (stereo not given) | 5 | . | 0.8 | 0 | -2 | -4 | 4 | -33 | -4 | -21
CCCS(=O)(=O)NC(=O)C1(C)CCN(C(=O)COCc2ccccc2)C1 (stereo not given) | 2 | . | 1.3 | 4 | 2 | 0 | 3 | -5 | 0 | 6
O=[N+]([O-])c1cccc(NC(=S)Nc2nc(-c3ccccc3Cl)cs2)c1 | 0 | -29 | -0.2 | 3 | 1 | 2 | -14 | -15 | -1 | -6
C[C@@H]1CN([C@@H](C)CO)C(=O)CCCn2nncc2CO[C@H]1CN(C)Cc1ccccc1C(F)(F)F | 2 | 0 | -2.6 | 6 | 2 | -11 | -9 | -2 | -4 | 6
Cc1nc(NC(=O)COc2ccccc2)sc1C(=O)Nc1ccccc1 | 3 | -32 | 4.5 | 4 | 2 | -3 | 4 | 0 | 2 | 49*
O=C(Nc1ccc(Br)cc1Br)c1cccc2c1C(=O)N(C1CCCCC1)C2 | -5 | 0 | -0.9 | -2 | -2 | 7 | 3 | 1 | 1 | -3
S=C(Nc1cccc(Br)c1)N1CCn2cccc2C1c1cccnc1 (stereo not given) | -3 | -2 | -0.5 | -5 | 8 | -9 | -17 | -3 | 9 | -9
CN1CCN(CCOc2ccc(Cl)c(Cl)c2)CC1 | 3 | 3 | -1.1 | 0 | -1 | 3 | 15 | 14 | 3 | 4
CC(C)CCNC(=O)C1(C)CCN1Cc1ccc(-c2ccccn2)cc1 (stereo not given) | -1 | . | -3.1 | -1 | -3 | 5 | 2 | 2 | 1 | -6
